TRPC4 block = inhibitors of mouse TRPC4 channel, primary screen, Fluo4 calcium, HEK293 TRPC4beta/mu-opioid cells; Short transient receptor potential channel 4 (Mus musculus), Q9QUQ5; DAMGO-evoked Fluo4 calcium flux; hits give low values; B-score at 10 µM; 0.39% of 300,000 active; AID 2247, 2010;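 active = B-score over 3 SD under the library average, no early fluorescence shift, positive overall ratio signal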
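Test system – stable TRPC4beta/mu-opioid receptor HEK293 cells · Probe or stimulus – DAMGO, a submaximal dose followed by a maximal one · Dosing – one concentration per compound · Signal – Fluo4 calcium fluorescence by kinetic imaging, 5 s 1 Hz baseline · Evaluation – per-well B score of integrated baseline-normalized Fluo4 ratio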
TRPC4 potent = positive allosteric modulators of TRPC4, primary screen, cell-based, mouse TRPC4beta, HEK293 mu-opioid, Fluo-4 calcium. 0.42% of 310,000 active. Short transient receptor potential channel 4 (Mus musculus), Q9QUQ5. DAMGO EC20, Fluo-4 Ca2+ flux; hits give high values. AID 2227, 2009. B-score at 10 µM;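 active = B-score of calcium response area above 5 SD of library B-scores, with initial fluorescence ratio within 5 SD of library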;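 also: B-score of integrated fluorescence ratio over time as area under calcium response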
HIF act = HIF pathway transcriptional activators, primary screen, cell-based, U2OS HRE-luciferase, luminescence. U2OS HRE-luciferase reporter; normalized: DMSO 0%, desferrioxamine 100%. activation, % at 7.5 µM (by protocol). 0.32% of 300,000 active. AID 1910, 2009;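 active = mean activation of at least 10% of the iron chelator positive control signal, with at least half of replicates also reaching 10%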
MrgX1 antag = antagonists of human MrgX1 receptor, primary screen, HEK293 cells, Fluo-4 calcium flux; 1.3% of 310,000 active; B-score at 10 µM; BAM8-22 antagonism; hits give low values;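 active = calcium-response B-score plate-corrected more than 3 library SD below zero, starting fluorescence within 5 deviations, no agonist response on first addition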;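 also: peak minus trough fluorescence over baseline after final BAM8-22 challenge near maximal dose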
Target sequence (Q96LB2 whole entry, looked up): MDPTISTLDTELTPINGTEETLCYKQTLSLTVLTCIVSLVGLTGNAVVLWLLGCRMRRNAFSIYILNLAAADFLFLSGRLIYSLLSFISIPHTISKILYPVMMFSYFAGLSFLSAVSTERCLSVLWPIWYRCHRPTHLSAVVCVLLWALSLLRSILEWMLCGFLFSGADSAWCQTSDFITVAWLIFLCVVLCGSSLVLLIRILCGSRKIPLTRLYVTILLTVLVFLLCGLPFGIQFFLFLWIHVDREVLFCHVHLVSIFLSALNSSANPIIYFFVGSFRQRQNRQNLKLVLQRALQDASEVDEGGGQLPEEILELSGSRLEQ
KLF5 inhibitor = KLF5 expression inhibitors, primary screen, DLD-1 cells, luminescence. DLD-1 KLF5 promoter-luciferase reporter. inhibition, % at 5 µM. 0.23% of 290,000 active. AID 1700, 2009;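 active = inhibition above a per-plate limit of that plate's mean compound inhibition plus 3 SD, cut at about 60% in these data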;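 also: 0% = DMSO wells and 100% = LY294002 at 200 µM; higher means less KLF5 promoter-driven luciferase light; inactives centre near -14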
SKKanGAS inh = S. pyogenes SKKanGAS growth inhibitors in kanamycin, primary screen, streptokinase expression inhibitor project, SKKanGAS strain, BacTiter-Glo luminescence | 6 h | inhibition, % at 7.5 µM | 1.3% of 300,000 active | AID 1662, 2009;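 active = mean replicate score, as percent of positive control median, at least 50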;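 also: strain carries kanamycin resistance gene driven by streptokinase promoter and grows in 40 µg/ml kanamycin; loss of luminescence reflects streptokinase promoter inhibition or plain growth inhibition; 0% = median of DMSO wells and 100% = positive control at its reference dose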
TRPC4 agonist = activators of mouse TRPC4 channel, primary screen, Fluo4 calcium, HEK293 TRPC4beta/mu-opioid cells. Short transient receptor potential channel 4 (Mus musculus), Q9QUQ5. Fluo4 calcium fluorescence; hits give high values. B-score at 10 µM. 0.49% of 310,000 active;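 active = B-score above 5 SD of library B-scores, and initial fluorescence ratio not above library mean plus 5 SD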;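 also: positive B-score marks a calcium rise read as TRPC4 activation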
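System – HEK293 cells stably co-expressing mouse TRPC4beta and mu-opioid receptor · Signal – Fluo4 calcium-sensitive dye fluorescence, kinetic, 1 Hz baseline · Benchmarks – buffer (low) and maximal DAMGO (high) · Read-out – B score of integrated fluorescence ratio per well · Incubation – dye loading 45 min room temperature, 110 s kinetic read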
TRPC6 act = mouse TRPC6 channel activators, primary screen, cell-based, HEK293, membrane potential dye; Short transient receptor potential channel 6 (Mus musculus), Q61143; HEK293-TRPC6 membrane potential dye fluorescence; hits give high values; B-score at 10 µM; 0.13% of 310,000 active; AID 2550, 2010;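 active = B-score of the integrated fluorescence ratio above library mean plus 3 SD, and starting fluorescence ratio within library mean plus 5 SD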;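 also: higher score means more depolarization so channel activation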
aSyn UTR inh = MLPCN primary screen, SNCA 5' untranslated region; alpha-synuclein 5'UTR reporter, inhibitor activity; inhibition, % (tested at 7.5 µM); 0.82% of 300,000 active; AID 1813, 2009; in the data active = inhibition above about 60%;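 also: H4 neuroglioblastoma cells stably carrying SNCA 5'UTR luciferase fusion; 0% = DMSO wells and 100% = positive control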
TRPC6 inhibitor = mouse TRPC6 channel inhibitors, primary screen, cell-based, HEK293, membrane potential dye. Short transient receptor potential channel 6 (Mus musculus), Q61143. ACh-evoked depolarization; hits give low values. B-score at 10 µM. 1.1% of 310,000 active;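 active = B-score under library mean minus 3 SD, initial fluorescence not abnormally high, positive integrated signal ratio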;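 also: B-score derived from integrated fluorescence ratio over the kinetic read; more negative B-score means stronger inhibition of depolarization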
IEC-6 cytotox = cytotoxicity in IEC-6 intestinal epithelial cells, primary screen, cytotoxicity control for KLF5 inhibitor project, cell-based, luminescence | IEC-6 cytotoxicity, luminescence viability | inhibition, % at 5 µM | 0.78% of 290,000 active | AID 1825, 2009; in the data active = inhibition above about 22%;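 also: 0% = plate median of test compound wells and 100% = cytotoxic reference compound wells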
The depositor's hits bear a star; i = inactive; nt = not tested or not shown.

SMILES	TRPC4 block	TRPC4 potent	HIF act	MrgX1 antag	KLF5 inhibitor	SKKanGAS inh	TRPC4 agonist	TRPC6 act	aSyn UTR inh	TRPC6 inhibitor	IEC-6 cytotox
Cc1cc(C(=O)O)c(=O)[nH]c1C	i	i	0.1	i	-30.0	5.6	i	i	6.5	i	-1.8
Cc1cc(NC(=O)C(C)SCC(=O)OC(C)C(=O)Nc2ccccc2C)no1 (stereo unspecified)	i	i	0.5	i	-24.7	3.5	i	i	17.6	i	-0.6
O=C(NNC(=O)c1sccc1-n1cccc1)c1ccc(F)cc1	i	i	0.5	i	-1.9	4.0	i	i	-16.4	i	1.7
COc1cccc2cc(C(N)=O)oc12	i	i	-0.1	i	-24.8	4.0	i	i	-8.5	i	2.3
NC(=O)C(=O)NN=C1CCC(c2ccccc2)CC1 (stereo unspecified)	i	i	nt	i	-12.4	1.1	i	i	-26.4	i	-0.4
O=C(N/N=C/c1c[nH]c2ccccc12)c1ccc2c(c1)OCCO2	i	i	0.8	i	-77.7	43.1	i	i	-139.7	i	10.0
CCC(C)(C)n1nnnc1C(c1ccccc1)N1CCN(Cc2ccccc2)CC1 (stereo unspecified)	i	i	0.3	i	-20.8	2.3	i	i	1.6	i	0.2
Cc1ccc(S(=O)(=O)NC(=O)NC(=O)N(C)S(=O)(=O)c2ccc(C)cc2)cc1	i	i	0.1	i	1.4	-3.0	i	i	8.7	i	-4.0
CCC(C)NC(=O)Cn1nc(Cc2ccncc2)c2ccccc2c1=O (stereo unspecified)	i	i	-23.6	i	-4.6	-1.0	i	i	9.4	i	6.0
CC(CC(=O)NCc1cccnc1)c1ccccc1 (stereo unspecified)	i	i	0.1	i	-26.4	-6.9	i	i	-3.0	i	-2.1
Cc1ccc(C(=O)Nc2sc(C)c(-c3ccccc3)c2C(N)=O)cc1[N+](=O)[O-]	i	i	-0.7	i	-5.4	3.5	i	i	-81.1	i	1.5
CCC(C(=O)Nc1ccc(OC)c(Cl)c1)c1ccccc1 (stereo unspecified)	i	i	-0.2	i	-22.6	12.0	i	i	20.2	i	-5.4
COc1ccc(CNC(=O)CN(C(=O)CCC(=O)Nc2ccccn2)c2ccc3c(c2)OCO3)cc1	i	i	-0.1	i	-14.9	-0.8	i	i	8.5	i	2.5
O=C(c1ccco1)N1CCN(C(=O)C2CCN(S(=O)(=O)c3cnc[nH]3)CC2)CC1	i	i	0.1	i	-5.3	4.5	i	i	9.0	i	1.7
O=C(NCCCN1CCCC1=O)C(=O)NCC1OCCN1S(=O)(=O)c1ccc(Cl)cc1 (stereo unspecified)	i	i	-0.3	i	-13.1	1.4	i	i	-12.1	i	-5.0

2 compounds picked at random from the list so far:
SMILES	TRPC4 block	TRPC4 potent	HIF act	MrgX1 antag	KLF5 inhibitor	SKKanGAS inh	TRPC4 agonist	TRPC6 act	aSyn UTR inh	TRPC6 inhibitor	IEC-6 cytotox
COc1cccc2cc(C(N)=O)oc12	i	i	-0.1	i	-24.8	4.0	i	i	-8.5	i	2.3
NC(=O)C(=O)NN=C1CCC(c2ccccc2)CC1 (stereo unspecified)	i	i	nt	i	-12.4	1.1	i	i	-26.4	i	-0.4

Further records follow.
SMILES	TRPC4 block	TRPC4 potent	HIF act	MrgX1 antag	KLF5 inhibitor	SKKanGAS inh	TRPC4 agonist	TRPC6 act	aSyn UTR inh	TRPC6 inhibitor	IEC-6 cytotox
O=C(C1CCN(S(=O)(=O)c2cccc3cccnc23)CC1)N1CCCCC1	i	i	-0.4	i	-19.8	1.2	i	i	24.7	i	8.3
O=C(Nc1ccc(Cl)cc1)Nc1ccccc1C(=O)O	i	i	0.3	i	-183.4	24.4	i	i	-24.1	i	-9.8
CC(C)N1CCN(Cc2cccs2)CC1CCO (stereo unspecified)	i	i	-0.1	nt	-11.7	-1.3	i	i	15.1	i	5.3
CCC1(c2ccccc2)NC(=O)N(Cc2ccc(C(=O)OC)cc2)C1=O (stereo unspecified)	i	i	-1.1	i	-17.4	-6.1	i	i	-1.4	i	-3.0
CCN(CC(=O)Nc1c(F)cccc1F)C(=O)CCC(=O)c1ccc(C)cc1	i	i	0.1	i	nt	-1.3	i	i	5.0	i	nt
COC(=O)c1cc(Cl)c(NC(=O)c2ccc(C(C)(C)C)cc2)cc1OC	i	i	1.4	i	-29.5	23.6	i	i	-21.9	i	7.1
O=c1[nH]nc(N/N=C/c2ccc(Cl)cc2Cl)c(=O)[nH]1	i	i	0.0	i	-3.4	-1.7	i	i	-5.3	i	-8.8
COc1ccc(NC(=O)/C(C#N)=C\c2cc(C)n(-c3ccc4c(c3)OCO4)c2C)cc1	i	i	1.0	i	-10.2	38.2	i	i	-107.0	i	5.0
CC(C)NC(=O)Cn1cc(C(=O)C(=O)N2CCOCC2)c2ccccc21	i	i	0.0	i	-25.5	-0.4	i	i	-11.4	i	-0.2
CS(=O)(=O)c1ccccc1-c1nnc(-c2ccc(Cl)cc2)o1	i	i	0.6	i	-37.9	2.4	i	i	-43.8	i	3.8
Cc1cc(C)cc(NC(=O)C2CCN(S(=O)(=O)c3ccc4[nH]c(=O)ccc4c3)CC2)c1	i	i	-0.1	-6.36*	-34.0	-8.6	i	i	33.9	i	-0.9
O=C(c1ccco1)N1CCN(c2nc(-c3ccc(F)cc3)cs2)CC1	i	i	0.2	i	-7.9	-0.7	i	i	4.0	i	1.2
COCCN(C(=S)Nc1cccc(OC)c1)C(C)c1cccs1 (stereo unspecified)	i	i	1.1	i	4.6	4.2	i	i	-15.1	i	1.3
Cc1cc(C)c(C)c(S(=O)(=O)NCc2cccnc2)c1C	i	i	0.2	i	-10.8	5.1	i	i	4.5	i	0.4
CN1C(=O)NC(c2cccc(O)c2)C(C(=O)c2cccs2)C1(O)C(F)(F)F (stereo unspecified)	i	i	2.0	i	-110.1	-11.2	i	i	-138.8	i	6.5
Cc1c(N=Cc2nc3ccccc3n2C)c(=O)n(-c2ccccc2)n1C	i	i	0.6	i	-17.5	1.2	i	i	-0.2	i	8.0
NC(=O)c1ccc(OCC(F)(F)F)nc1	i	i	0.0	i	-19.9	-3.6	i	i	-11.4	i	-0.5
COc1ccc(-c2nc(NC(=O)CSCCO)sc2C)cc1	i	i	0.1	i	-33.1	-0.3	i	i	-11.0	i	0.3
O=C(Nc1ccccc1)Nc1snnc1C(=O)Nc1cccc(O)c1	i	i	0.8	nt	0.6	18.4	i	i	-43.4	i	1.5
COc1ccc(CCNC(=O)CSc2nc3ccsc3c(=O)n2CC2CCC(C(=O)O)CC2)cc1OC (stereo unspecified)	i	i	-0.1	i	0.6	5.4	i	i	-9.0	i	8.8
Cc1ccc(COC(=O)c2cc([N+](=O)[O-])ccc2N2CCOCC2)cc1	i	i	0.5	i	82.5*	0.5	i	i	67.9*	i	87.0*
CC12CCC3c4ccc(O)cc4CCC3C1CC(O)C2O (stereo unspecified)	i	i	0.2	i	nt	-4.3	i	i	12.0	i	nt
Cc1nn(-c2ccc3ccccc3c2)c(=O)c2ccccc12	i	i	1.7	i	-50.9	10.7	i	i	-183.0	i	9.5
Cc1ccc(NC(=O)NCC(c2cccnc2)N2CCOCC2)cc1 (stereo unspecified)	i	i	0.4	i	-13.6	0.7	i	i	-7.1	i	2.6
Clc1cccc(Cl)c1CSc1cc2c(nn1)-c1ccccc1CC2	i	i	0.5	i	-9.2	29.8	i	i	-83.0	i	-3.6
CC(C)CNC(=O)NC(=O)COc1ccc(C=O)cc1	i	i	2.7	i	-22.5	1.9	i	i	9.1	i	-3.8
Cc1ccnc(NC(=O)COc2ccc(Cl)cc2)n1	i	i	1.5	i	-70.1	-6.6	i	i	-83.5	i	2.2
CCOC(=O)N1CCC(NC(=O)Cn2ncc3c2-c2cc(C)ccc2OC3)CC1	i	i	-0.1	i	-25.5	-1.4	i	i	9.4	i	5.9
CN(C)CCNC(=O)C(=O)NCC1OCCN1S(=O)(=O)c1cc(F)ccc1F (stereo unspecified)	i	i	-0.3	i	-7.4	-0.1	i	i	11.9	i	0.2
COc1ccc(Cc2nnc(NC(=O)c3cccs3)s2)cc1OC	i	i	-0.3	i	-42.1	5.8	i	i	8.2	i	-0.3
CC(C)OC(=O)CCC(=O)Nc1nc2ccccc2s1	i	i	1.8	i	-46.4	-1.1	i	i	-20.4	i	-8.3
Nc1nc2c(Cl)ccc(Cl)c2s1	i	i	-1.0	i	-17.9	7.7	i	i	20.0	i	1.4
COCCNC(=O)C(c1ccco1)N(Cc1ccc(OC)cc1)C(=O)Cn1nnc2ccccc21 (stereo unspecified)	i	i	-0.7	i	3.7	-2.3	i	i	-11.4	i	-5.8
Cc1nn(-c2ccccc2)nc1C(=O)NN	i	i	-0.1	i	-14.6	-2.6	i	i	21.2	i	2.5
O=C(c1cc2cc3ccc(Cl)cc3nc2o1)N1CCCCCC1	i	i	4.5	i	-151.6	-6.4	i	i	-94.8	i	-12.5
CN(c1ccccc1)C1CCCCC1NS(=O)(=O)c1ccc(Cl)cc1 (stereo unspecified)	i	i	-0.5	i	23.0	10.5	i	i	22.2	i	8.0
N#Cc1cc(-c2ccccc2)nnc1Sc1ccc(F)cc1	i	i	0.0	i	-34.8	-2.6	i	i	-12.9	i	-11.6
CSc1cccc(CN2CCCC(CO)(Cc3cccc(Cl)c3)C2)c1 (stereo unspecified)	i	i	-0.4	i	-32.1	24.9	i	i	7.1	i	1.7
CCCOC(=O)CSc1nc(N2CCOCC2)c2c(c1C#N)CC(C)(C)OC2	i	i	-0.9	i	-27.8	4.9	i	i	19.1	i	-0.4
COc1cc2c(C(=O)N3CCN(C)CC3)c(C)n(-c3ccccc3)c2cc1Br	i	i	-0.7	i	0.7	-6.6	i	i	28.5	i	3.1
CCNc1nc(=S)nc(NC(C)C)[nH]1	i	i	0.0	i	-44.7	2.9	i	i	38.7	i	1.5
CCOC(=O)c1csc(NC(=O)CSc2nnnn2-c2ccc(OCC)cc2)n1	i	i	-0.4	nt	1.6	-2.7	i	i	13.4	i	-2.5
COC(=O)C1=CN(Cc2cccs2)C=C(C(=O)OC)C1c1cccc(Cl)c1	i	i	-0.6	i	-20.8	10.5	i	i	19.5	i	1.3

From PubChem BioAssay
